# From PubChem BioAssay
# mIAP block = blocks mouse intestinal alkaline phosphatase | purified mouse IAP, CDP-Star luminescence, 30 min | inhibition, % at 10 µM | 0.2% of 330,000 active | AID 2806;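 active = inhibition of at least 40% at 10 µM in the primary screen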;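 also: plate controls were DMSO with enzyme for no effect and no enzyme wells for full effect; values of inactives mirror those of a sister screen read the other way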
# hIAP inh = blocks human intestinal alkaline phosphatase | 0.12% of 330,000 active | inhibition, % at 10 µM | purified IAP, CDP-Star luminescence, 30 min;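 active = inhibition reaching a set limit with compound at 10 µM in the primary screen, cut at about 35% in these data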;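 also: plate controls were DMSO wells with enzyme for no effect and no-enzyme buffer wells for full effect; values of inactives mirror those of a sister screen read the other way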
# beta cell repl = MIN6 beta-cell proliferation induction | MIN6 cells proliferation, ATPlite luminescence, 48 h; cells starved in 0.2% serum; 100% = growth in 10% serum | proliferation, % at 10 µM | 0.29% of 330,000 active;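 active = compounds whose signal lies at least 3.5 SD above the mean of all wells on their plate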;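 also: 0% = DMSO-treated cells in low-serum medium and 100% = 10% serum control; some compounds called inactive have numbers as strong as hits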
# TIM10 inh = growth inhibitors of TIM10 yeast strain | S. cerevisiae TIM10 strain growth, BacTiter-Glo luminescence, 24 h | inhibition, % at 10 µM | 1.4% of 330,000 active;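 active = inhibition of 40% or more at the single tested concentration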;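 also: wild-type TIM10 isogenic control strain grown at permissive 25 °C; 0% = DMSO yeast wells and 100% = minimal medium wells without yeast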
# NALP3 yeast inh = inhibitors of NALP3 inflammasome in yeast; 0.39% of 330,000 active; Yeast reconstituted NLRP3/ASC/caspase-1, beta-gal luminescence, 24 h; inhibition, % at 10 µM; AID 2825;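 active = inhibition of 50% or more; inactive = inhibition below 50%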;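 also: plate controls were induced DMSO wells for no effect and uninduced yeast grown without galactose for full effect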
# APOBEC3A inh = inhibitors of human APOBEC3A DNA deaminase | recombinant A3A, FAM/TAMRA ssDNA deamination fluorescence | 0.41% of 330,000 active | inhibition, % at 20 µM;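 active = at least 40% inhibition at 20 µM here, with at most 30% in a related deaminase screen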;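 also: plate controls were A3A with DMSO for no effect and wells lacking A3A enzyme for full effect; some results filed as inactive read as strong as hits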
# Target sequence (P31941 whole entry, looked up): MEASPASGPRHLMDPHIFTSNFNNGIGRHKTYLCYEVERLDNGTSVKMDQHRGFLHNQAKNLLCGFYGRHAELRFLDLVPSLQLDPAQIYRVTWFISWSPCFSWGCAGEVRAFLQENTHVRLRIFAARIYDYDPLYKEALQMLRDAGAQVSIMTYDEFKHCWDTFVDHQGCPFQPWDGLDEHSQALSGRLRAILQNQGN
# tim10-1 inh = growth inhibitors of tim10-1 mutant yeast; 2.2% of 330,000 active; inhibition, % at 20 µM; S. cerevisiae tim10-1 ts strain growth, BacTiter-Glo, 24 h;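 active = inhibition of at least 40%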;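 also: mutant grown at 25 °C; 0% = DMSO wells with yeast and 100% = wells holding no yeast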
# A3G deaminase = inhibitors of human APOBEC3G DNA deaminase; Q9HC16; recombinant A3G, ssDNA deamination FAM/TAMRA fluorescence; inhibition, % at 20 µM; 0.28% of 330,000 active; AID 493012;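 active = inhibition of at least 40% at 20 µM, with no more than 30% in the related APOBEC3A deaminase screen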;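 also: plate controls were DMSO wells with A3G for no effect and wells lacking A3G enzyme for full effect; some compounds called inactive have numbers as strong as hits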
# Target sequence (Q9HC16 whole entry, looked up): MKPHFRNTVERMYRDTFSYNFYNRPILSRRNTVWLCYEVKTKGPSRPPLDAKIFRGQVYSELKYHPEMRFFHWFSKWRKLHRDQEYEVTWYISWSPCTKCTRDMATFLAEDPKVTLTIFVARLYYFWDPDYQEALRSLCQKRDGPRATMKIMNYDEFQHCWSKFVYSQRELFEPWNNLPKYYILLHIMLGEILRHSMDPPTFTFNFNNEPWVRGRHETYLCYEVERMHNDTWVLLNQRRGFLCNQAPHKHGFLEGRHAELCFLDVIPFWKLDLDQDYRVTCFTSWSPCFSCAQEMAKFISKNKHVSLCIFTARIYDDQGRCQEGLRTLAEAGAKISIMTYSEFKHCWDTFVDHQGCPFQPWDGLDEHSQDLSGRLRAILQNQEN
# mIAP activ = increases mouse intestinal alkaline phosphatase activity | activation factor at 10 µM | muIAP, CDP-Star luminescence, 30 min; hits give high values; 1 = vehicle-only enzyme signal, 0 = enzyme-free wells | 0.24% of 330,000 active | AID 2805;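 active = activation factor of at least 2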; also: the source names both 10 and 20 µM as test concentration; values of inactives mirror those of a sister screen read the other way
#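 Assay system: mouse IAP enzyme / Compound: DMSO-dissolved test compounds / Timing: 30 min, room temperature / Measured by: luminescence from enzymatic CDP-Star hydrolysis / Control set: DMSO-only wells, enzyme-free buffer wells as negative control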
# An asterisk follows results filed as active.
# Results follow in this order: mIAP block	hIAP inh	beta cell repl	TIM10 inh	NALP3 yeast inh	APOBEC3A inh	tim10-1 inh	A3G deaminase	mIAP activ
COc1ccc([C@@H]2CC=C(C(=O)O)[C@H](c3cccc(Cl)c3)N2S(=O)(=O)c2ccc(C)cc2)cc1OC
    -1	14	4	6	16	-2	2	-7	1
CC(c1nnc(SCn2nnc3ccccc3c2=O)n1-c1ccc(Cl)cc1)N(C)C (stereo not given)
    -2	18	1	-9	15	-1	-2	-6	1
O=C(CC1C(=O)NCCN1C/C=C/c1ccccc1)NCCCC1CCCC1 (stereo not given)
    -13	-6	-5	5	14	-6	16	-10	1.1
COc1cccc(-n2c(=S)sc3c(=O)n(-c4ccccc4OC)c(SCC4OCCO4)nc32)c1
    6	6	2	15	10	3	4	-8	0.94
CC1(c2ccc(Cl)cc2)NC(=O)N(CC(=O)Nc2ccc(N3CCCCC3)cc2)C1=O (stereo not given)
    0	-31	-3	12	18	45*	21	-6	1
Cc1onc(NC(=O)NC(=O)c2c(Cl)cccc2Cl)c1Br
    -7	-1	3	9	5	-1	23	-5	1.1
COc1cccc(OCc2nnc(SCc3cc(=O)[nH]c4ccccc34)o2)c1
    0	20	-2	-5	21	0	22	0	1
CC(C)(C)NC(=O)NC(=O)COC(=O)c1nc(-c2ccccc2)n(-c2cccc(C(F)(F)F)c2)n1
    -1	1	-2	16	10	1	24	-1	1
Cc1cccc(N2CCN(C(=O)COc3ccc4c(c3)CCC4)CC2)c1C
    -2	5	0	12	20	2	34	-3	1
Cn1c(N)c(C(=O)CSc2nc3ccccc3n2-c2ccccc2)c(=O)n(C)c1=O
    -6	-6	-1	-17	8	1	-4	8	1.1
CSC1=C(C#N)C(CC(C)C)C(C(C)=O)=C(C)N1 (stereo not given)
    12	1	-1	-25	0	-4	-25	-7	0.88
Cc1nnc(-c2ccc(N3CCCCCC3)c([N+](=O)[O-])c2)o1
    -1	1	2	-18	37	-2	-6	-6	1
COc1ccccc1NC(=O)COC(=O)C12CC3CC(CC(Cl)(C3)C1)C2
    -13	-7	2	2	28	1	2	1	1.1
CCCn1c(SC(C)C(=O)O)nc2ccccc21 (stereo not given)
    23	18	-1	5	17	-3	10	-2	0.77
CCC1CO/C(=C(\C(=C(Cl)Cl)N2CCOCC2)[N+](=O)[O-])N1 (stereo not given)
    -12	-9	0	-5	-6	-1	14	-11	1.1
CCOc1ccc(N2C(=O)C3ON(c4ccccc4)C(c4ccco4)C3C2=O)cc1 (stereo not given)
    -7	0	-2	-12	14	1	10	-14	1.1
O=C(Nc1ccc2c(c1)OCCO2)c1c(F)c(F)c(F)c(F)c1F
    3	-16	-4	3	-5	6	3	5	0.97
c1ccn(-c2ccc(-c3ccn[nH]3)cc2)c1
    9	-10	-4	5	21	1	-11	0	0.91
Cc1ccc(C(=O)N/C(=C/c2cccs2)C(=O)N2CCCCC2)cc1
    8	6	0	12	20	-1	19	-7	0.92
O=S(=O)(c1ccc(Br)c2ccccc12)N1CCCC1
    21	-6	-1	0	-4	-3	7	-8	0.79
Cc1c(C(=O)O)c(C(=O)O)c2n1CCS2
    -5	-10	0	-1	-6	-2	-5	7	1.1
Cc1ccc(C(=O)CCNc2ccc(Cl)cc2)o1
    -1	1	-7	6	44	-1	7	-4	1
CS(=O)(=O)Nc1ccc(OCc2ccccc2)cc1
    -4	8	-1	-8	16	-2	15	-6	1
C/C(=N\NC(=O)OC(C)(C)C)c1ccc[nH]1
    5	4	1	12	11	3	17	-4	0.95
COCCCNC(=O)c1cc2c(=O)n3cccc(C)c3nc2s1
    6	-16	-1	-4	14	-2	10	-5	0.94
COc1ccc(OCC(=O)OCC(=O)N2CC(=O)Nc3ccccc32)cc1
    0	-8	0	12	11	2	2	-4	1
Cc1c(NC(=O)Cn2nc(C(=O)O)c3ccccc3c2=O)c(=O)n(-c2ccccc2)n1C
    0	11	-3	0	-7	3	6	-5	1
Cc1cc(C(=O)N2CCN(S(=O)(=O)c3ccccc3F)CC2)c(C)o1
    0	24	0	8	3	-1	19	-5	0.99
Oc1c(C=NCc2ccccc2)sc2ccccc12
    -13	-10	-3	1	13	-5	-36	-8	1.1
Cc1cc(C)cc(N(C(C)C(=O)Nc2c(C)n(C)n(-c3ccccc3)c2=O)S(C)(=O)=O)c1 (stereo not given)
    3	2	3	-8	20	0	-16	-8	0.97
O=C(Cc1nc(-c2ccc([N+](=O)[O-])cc2)cs1)Nc1ccccc1
    16	2	-3	5	48	0	14	1	0.84
CCC(=O)Nc1nnc(SCc2ccccc2F)s1
    -10	-15	-2	-10	16	0	22	-2	1.1
COc1cccc(C(=O)OC(C)CN2CCCC2)c1 (stereo not given)
    -3	2	-1	-12	18	-1	8	-3	1
COc1cc(OC)cc(C(=O)N[C@H](C(=O)OCC(=O)c2ccc(F)cc2)C(C)C)c1
    -7	-6	-2	15	15	-6	24	-15	1.1
COc1ccc(/C(O)=C2\C(=O)C(=O)N(c3cc(C)on3)C2c2ccccc2OC)cc1C (stereo not given)
    -4	5	-1	9	0	-2	2	-1	1
O=C(NCC(F)(F)F)N1CCOCC1
    4	5	1	1	19	8	6	11	0.96
CCOc1cc(C(=O)Nc2cc(F)ccc2C)ccc1OCC(=O)N1CCOCC1
    2	11	0	-7	4	0	-1	-7	0.98
CC1=CC(C)[C@H](/C=N/n2c(=O)[nH]c3c([nH]c4ccc(C)cc43)c2=O)C(C)C1 (stereo not given in full)
    -5	2	-6	-18	1	-11	16	-6	1
CCOC(=O)c1cc(-c2ccc(OC)cc2)nc2c1c(C)nn2CCC#N
    -7	0	1	14	5	-3	23	-7	1.1
COc1cccc(-c2cc(C(F)(F)F)nc(N3CCOCC3)n2)c1
    10	12	-3	5	1	-2	11	-4	0.9
O=C(CN1C(=O)c2ccccc2C1=O)Nc1cccc(S(=O)(=O)Nc2ccccc2Cl)c1
    -4	-5	0	1	-8	-7	28	-8	1
Cc1ccc(C(=O)N/N=C\c2c(C)nn(-c3ccccc3)c2Cl)cn1
    -10	-7	-2	-8	16	-3	7	-8	1.1
CCOC(=O)c1cc(C(=O)OCC)c2cc(Br)ccc2n1
    5	0	0	9	11	0	12	-9	0.95
CCOC(=O)c1ccc(N2C(=O)CC(N(C)Cc3ccccc3)C2=O)cc1 (stereo not given)
    0	-11	-2	24	21	2	8	-4	1
Cc1ccc(C(=O)Nc2nnc(Cc3ccccc3)s2)cc1
    0	4	-4	-15	8	2	-26	1	1
CC(C)(C)n1cnc2cc(NC(=O)c3ccc(Cl)cc3)ccc21
    1	0	-2	5	-18	-5	-31	-4	0.99
CC1Sc2ccc(Cl)cc2-c2nc(N)ncc21 (stereo not given)
    6	4	5	6	6	0	33	-3	0.94
CC(C)Nc1ncnc2c1cnn2Cc1ccc(Cl)cc1
    -4	9	1	16	12	4	43*	3	1
CCc1ccc(NC2=NC(C(=O)NC3CCCCC3)CC(=O)N2)cc1 (stereo not given)
    1	8	-1	-5	-2	-1	9	-6	0.99
COC(=O)c1nnn(-c2ccc(Cl)c(Cl)c2)c1C(=O)OC
    7	-15	0	-4	11	1	16	-4	0.93
COc1cccc(-n2c(-c3ccco3)nc3nc4ccccc4nc32)c1
    12	8	-3	5	0	-1	11	1	0.88
CCN(Cc1ccccc1)C(=O)CN1C(=O)c2ccccc2C1=O
    -3	-20	-6	16	22	1	26	-6	1
CSC1=NCCN1S(=O)(=O)c1ccc(F)cc1
    0	-2	4	2	-3	0	9	-1	1
c1ccc(CSc2ncnc3c2cnn3-c2ccccc2)cc1
    15	16	-4	3	17	0	8	-1	0.85
Cc1cc2ccccc2c(=O)n1CC(=O)NCC(=O)N1CCN(c2cccc(Cl)c2)CC1
    2	14	4	10	-7	-4	7	-11	0.98
COC(=O)C1CCN(C(=O)COC(=O)Cn2cnnn2)CC1
    -17	-10	1	12	0	-2	12	-4	1.2
O=C(NC(Cc1ccccc1)C(=O)O)/C(=C/c1ccc([N+](=O)[O-])cc1)NC(=O)c1ccccc1 (stereo not given)
    -3	2	0	-6	11	2	18	-9	1
O=C(OCc1nc2ccccc2s1)c1cc2ccccc2oc1=O
    0	-1	0	5	3	0	34	-2	1
COc1ccc(S(=O)(=O)Cc2ccc(C(=O)NCc3ccccc3OC)o2)cc1
    10	-10	0	-7	7	-5	14	-4	0.9
COc1ccccc1OCCCCCNCCO
    -18	-6	0	-13	12	0	-11	-7	1.2

# (list continues)
# Results follow in this order: mIAP block	hIAP inh	beta cell repl	TIM10 inh	NALP3 yeast inh	APOBEC3A inh	tim10-1 inh	A3G deaminase	mIAP activ
CC1CCCN(CC(=O)Nc2ccc(S(=O)(=O)N3CCCCC3)cc2)C1 (stereo not given)
    -3	-4	-1	-5	6	1	9	8	1
COC(=O)c1ccsc1NC(=O)CCS(=O)(=O)c1ccccc1
    -3	29	-7	6	-3	0	42*	15	1
CC1(NC(=O)c2cc(S(=O)(=O)N3CCCCC3)ccc2Cl)CCS(=O)(=O)C1 (stereo not given)
    9	-14	-2	11	-6	0	17	-8	0.91
COc1cc([N+](=O)[O-])ccc1NC(=O)C1CCCN(S(C)(=O)=O)C1 (stereo not given)
    1	12	2	11	14	0	15	-2	0.99
O=C1CCCC(O)=C1Sc1ccccc1C(=O)O
    0	15	-2	7	9	55*	10	6	1
CCCSC(=O)N(CC)CC(=O)Nc1c(CC)cccc1CC
    -4	-7	-1	6	10	-1	20	-5	1
COc1ccc(S(=O)(=O)Cc2ccc(C(=O)N3CCN(c4cccc(C)c4C)CC3)o2)cc1
    0	7	-7	29	-3	-2	37	-8	1
COC(=O)c1ccc(CNC(=O)COC(=O)CC23CC4CC(CC(Br)(C4)C2)C3)cc1
    -2	1	0	29	-2	1	26	5	1
COc1ccc(CNC(=O)C(C)Sc2ccc(C)cc2)cc1 (stereo not given)
    4	5	0	-14	0	-1	3	-3	0.96
O=C(CSc1nc2ccccc2s1)NNC(=O)Nc1ccc(Cl)c(Cl)c1
    -3	-56	-3	-18	-30	0	12	-2	1
CCCCNC(=O)n1c(SC)nc2ccccc21
    1	-1	2	-10	20	1	18	-2	0.99
CC(CC(=O)NC1CCCC1)c1ccccc1 (stereo not given)
    -1	-2	-3	0	-8	2	4	0	1
Cc1noc(C)c1CSCC(=O)N(C)CC(=O)Nc1ccc(F)c(F)c1F
    -3	-10	-1	-2	14	-2	3	6	1
Cc1cc(C)n(C(=O)COc2ccc([N+](=O)[O-])cc2)n1
    11	9	5.3*	-6	5	0	11	-2	0.89
CCOc1ccccc1NC(=O)CN(c1ccc(OC)cc1OC)S(=O)(=O)c1ccccc1[N+](=O)[O-]
    4	-2	0	5	25	-1	10	0	0.96
Cc1cccc(OC(C)C(=O)N2CCN(Cc3ccc4c(c3)OCO4)CC2)c1 (stereo not given)
    -1	10	4	2	15	-2	10	-4	1
CN(C)/C=N/c1ncc(C(=O)c2ccc(-c3ccccc3)cc2)s1
    -2	6	-4	19	9	0	32	-1	1

# Compounds above containing a cyano group:
# Results follow in this order: mIAP block	hIAP inh	beta cell repl	TIM10 inh	NALP3 yeast inh	APOBEC3A inh	tim10-1 inh	A3G deaminase	mIAP activ
CSC1=C(C#N)C(CC(C)C)C(C(C)=O)=C(C)N1 (stereo not given)
    12	1	-1	-25	0	-4	-25	-7	0.88
CCOC(=O)c1cc(-c2ccc(OC)cc2)nc2c1c(C)nn2CCC#N
    -7	0	1	14	5	-3	23	-7	1.1
